Growth percent in the NCI-60 one-dose screen (48 h, 10 µM unless noted): 100 = growth as untreated, 0 = no growth, -100 = all killed.
SK-MEL-5: SK-MEL-5 melanoma; 80,000 tested, 6.4% active
SK-MEL-2: SK-MEL-2 melanoma; AID 1794763; 77,000 tested, 4.7% active
HOP-92: HOP-92 NSCLC cells | 71,000 tested, 6.3% active
A549/ATCC: A549/ATCC NSCLC | AID 1794740 | 81,000 tested, 3.7% active
SK-MEL-28: SK-MEL-28 melanoma; 81,000 tested, 4.1% active
M14: M14 melanoma; 80,000 tested, 6.2% active
EKVX: EKVX NSCLC; 71,000 tested, 3% active; AID 1794765
HOP-62: HOP-62 NSCLC | 80,000 tested, 3.9% active | AID 1794735
* marks the source's active call; other numbers are inactive results; . = no result given; & = joins results of further samples; [ ] = dose if it differs, or a comment. The calls were made as follows: active = growth percent below 10; inactive = the rest.

SMILES | SK-MEL-5 | SK-MEL-2 | HOP-92 | A549/ATCC | SK-MEL-28 | M14 | EKVX | HOP-62
CC(C)c1nc2ccccc2n1CC(=O)N/N=C/c1ccc(N(C)C)cc1 | 101 | 94 | 82 | 94 | 115 | 103 | 110 | 98
COc1ccc(/C=C/C(=O)c2ccc(NC(=O)CSc3nnc(-c4c[nH]c5ccccc45)n3-c3ccccc3)cc2)cc1 | 85 | 131 | 88 | 68 | 105 | 94 | 89 | 87
Clc1ccc(-c2cc(C(Cl)Cl)no2)cc1 | 97 | 114 | 99 | 110 | 102 | 93 | . | 114
O=C(c1coc(=O)c(-c2ccc(F)cc2)c1)c1ccccc1O | 108 | 88 | 13 | 114 | 97 | . | . | 80
COc1ccc(OC)c(C(O)CNC(=O)CN)c1 (stereo unspecified) | 93 | 99 | 78 | 99 | 112 | 101 | 96 | 96
CCOC(=O)C(C(=O)OCC)[N+](=O)[O-] | 105 | 97 | 122 | 102 | 113 | 100 | . | 99
COc1cc(-c2nc3ccccc3[nH]2)ccc1OCC(=O)NN | 98 | 101 | 95 | 99 | 108 | 97 | 90 | 92
CC(=O)O[C@H]1CC[C@H]2[C@@H]3CC[C@H]4OC(=O)C=C[C@@H]4[C@H]3CC[C@]12C | 94 | 99 | 116 | 102 | 106 | 91 | . | 99
NS(=O)(=O)Oc1ccc2c(C(=O)c3ccc(OCCN4CCCCC4)cc3)c(-c3ccc(O)cc3)sc2c1 | 90 | 101 | 75 | 98 | 92 | 103 | 83 | 105
O=C(Nc1ccc(-n2ccc3c(NC(=O)c4ccccc4)nccc32)cc1)c1ccc(N2CCOCC2)c(C(F)(F)F)c1 | 24 | 21 | . | 6.9* | 25 | 29 | 66 | 21
COc1cc2c(cc1OC)C1(NCC2)C(=O)N(Cc2ccc(C)cc2)c2ccccc21 (stereo unspecified) | 75 | 109 | 92 | 87 | 100 | 98 | 98 | 93
CC(C)c1cccc(C(C)C)c1NC(=O)OC1CCCCC1C (stereo unspecified) | 98&95 | 104 | 93 | 90&94 | 103&103 | 100&109 | 95 | 102
CCN(CC)CC(OC(=O)c1ccc([N+](=O)[O-])cc1)C(COC)OC (stereo unspecified) | 104 | 104 | 99 | 91 | 109 | 104 | 100 | 99
O=C1CCC(=O)N1 | 104 | 113 | 117 | 97 | 105 | 102 | 97 | 107
Cc1c(C)c(C(=O)O)c(C)c(C)c1C(=O)O | 112 | 124 | 90 | 108 | 114 | 98 | 96 | 100
Cc1cc(C)c2c(c1C)C(=O)CCC2 | 109 | 103 | . | 109 | 115 | 108 | 110 | 101
Clc1ccc(NC2=NCCN=C(Nc3ccc(Cl)c(Cl)c3)SS2)cc1Cl | 98 | . | 74 | 73 | 89 | . | . | 90
CC(CCC(=O)O)(c1ccc(O)c(CN(c2ccccc2)c2ccccc2)c1)c1ccc(O)c(CN(c2ccccc2)c2ccccc2)c1 | 111 | 107 | 76 | 90 | 108 | 95 | . | 107
O=C(Nc1ccc(OS(=O)(=O)c2ccc(F)cc2)cc1)C12CC3CC(CC(C3)C1)C2 | 28 | 86 | 48 | 56 | 80 | 59 | . | 54
CCCCc1ccc(S(=O)(=O)Nc2sc3c(c2C(N)=O)CCC(=O)C3)cc1 | 100 | 111 | 94 | 100 | 104 | 98 | 102 | 100
COC1=CC(c2ccc[nH]2)=N/C1=C\c1[nH]c(C)c(C(=O)CCC(=O)Oc2ccc3c(c2)CCC2C3CC[C@]3(C)C(=O)CC[C@@H]23)c1C (stereo partly specified) | 78 | 91 | . | 50 | 97 | 104 | . | 80
COc1c(N[C@H]2C=C[C@@H](CO)C2)c(=O)c1=O | 103 | . | 111 | 98 | 125 | 97 | 125 | 96
COc1cccc2c1nc1cccc(OC)c1[n+]2[O-] | 62 | 36 | 31 | 37 | 103 | -3.5* | 58 | .
C=CCC1(O)C(c2ccccc2)=C(c2ccccc2)C(c2ccccc2)=C1c1ccccc1 | 73 | 85 | 44 | 69 | 75 | 76 | . | .
COc1ccc(-c2cc(-c3cc(OC)c(OC)c(OC)c3)nc(SCC(=O)Nc3ccc(Cl)cc3)n2)cc1OC | 92 | 90 | 79 | 93 | 106 | 96 | 91 | 102
CC(=O)O[C@H]1[C@H](O[C@H]2[C@@H](O)C[C@@]3(C)[C@@H](CC[C@]4(C)[C@@H]3CC=C3[C@@H]5CC(C)(C)CC[C@]5(C(=O)O[C@H]5OC[C@@H](O)[C@H](O[C@@H]6O[C@@H](C)[C@H](O[C@@H]7OC[C@@H](O)[C@H](O)[C@H]7O[C@@H]7O[C@@H](C)[C@H](O)[C@@H](O[C@@H]8OC[C@](O)(CO)[C@H]8O)[C@H]7O)[C@@H](O)[C@H]6O)[C@H]5O)[C@H](O)C[C@]34C)[C@]2(C)C(=O)O)O[C@H](CO)[C@@H](O[C@@H]2O[C@H](CO)[C@@H](O)[C@H](O)[C@H]2O)[C@@H]1O | 97 | 93 | 114 | 89 | 116 | 106 | 107 | 85
COc1ccccc1-c1cnc2c(Oc3ccc4c(C)cc(=O)oc4c3)nc(Br)cn12 | 87 | 93 | 96 | 87 | 111 | 93 | 76 | 77
COc1cccc(/C=C2\Oc3cc(OC)ccc3C2=O)c1 | 100 | 129 | 115 | 105 | 100 | 105 | 109 | 105
O=C(Nc1cccc(-n2ccc3c(NC(=O)c4ccccc4)nccc32)c1)c1cccc(C(F)(F)F)c1 | -45* | 19 | 40 | 7.8* | 41 | 7.5* | 43 | 36
CC(=O)N1CC(Nc2ccc(OC(F)(F)F)cc2)=CC1=O | 21 | . | 50 | 39 | 57 | 4.0* | . | 30
O=C1/C(=C/c2ccccc2F)Cc2ccccc21 | 94 | 78 | 78 | 67 | 109 | 94 | 92 | 82
COc1cc(C)c(C(O)(c2ccccc2)c2ccccc2)cc1C(C)C | 101 | 101 | 96 | 90 | 108 | 102 | 94 | 107
CSc1ccc2c(c1)N(C(=O)/C(C#N)=C/c1ccc(C(F)(F)F)cc1)c1ccccc1S2 | 89 | 95 | . | 85 | 93 | 103 | 86 | 92
CC(=O)c1ccc(NC(=O)CSc2nc3ccc([N+](=O)[O-])cc3[nH]2)cc1 | 91 | 119 | 67 | 96 | 96 | 101 | 96 | 114
C#CCCCCCCC[C@@H]1OC(=O)[C@H]([C@@H](C)CC)NC(=O)[C@@H]([C@@H](C)CC)NC(=O)CC(=O)[C@@H]1C | 102 | 107 | 77 | 107 | 109 | 93 | 93 | .
Nc1ccc(N=Nc2cccc(S(=O)(=O)O)c2)c2ccccc12 | 98 | 100 | 95 | 105 | 103 | 87 | 93 | 80
C=CC[N+](C)(C)CCn1c2ccccc2c2nc3cc(C)c(C)cc3nc21 | 64 | 112 | 111 | 106 | 80 | 96 | 90 | 96
Cc1ccc2[nH]c(=S)cc(S)c2c1 | 86 | 96 | 88 | 84 | 87 | 74 | 114 | 65
N#C/C(=C\NC(=S)Nc1ccc(S(=O)(=O)Nc2nccs2)cc1)C(=O)c1ccc2ccccc2c1 | 98 | 103 | 85 | 95 | 108 | 98 | 90 | 76
CCCCCCCCCCCCCCCCCCNC(=S)NC=C(C(N)=O)C(N)=O | 102 | 90 | 103 | 90 | 111 | 102 | 103 | 94
COc1cccc(-c2nn(-c3ccccc3)cc2-c2ccnc(NCCCN)c2)c1 | 29 | 26 | 32 | 68 | . | 26 | 67 | 48
O=CNc1ccccc1-c1ccccc1 | 106 | 108 | 99 | 98 | 109 | 97 | . | 88
COc1ccc(-c2nnc(Nc3ccc(F)cc3)o2)cc1 | 92 | 101 | 76 | 70 | 95 | 93 | 81 | 88
Cc1nn(-c2nc(-c3ccccc3)c(C#N)c(=O)n2C)c(C)c1N=Nc1ccc(S(N)(=O)=O)cc1 | 103 | 109 | 71 | 106 | 97 | 99 | 96 | 79
O=C(Oc1ccc(CCl)cc1)c1ccccc1 | -99* | -71* | -90* | -69* | -76* | -83* | -100* | -79*
Oc1[nH]c2ccccc2c1/C=c1/ccc2c(c1)N=C(c1cc(F)cc(F)c1)N=2 | 70 | 41 | . | 67 | 77 | 58 | 71 | 101
COc1cc(C2Cc3nc4ccccc4n3C2)cc2c1OCO2 (stereo unspecified) | 83 | 84 | 34 | 84 | 92 | 95 | . | 91
Nc1c(C(=O)Nc2ccccc2)n(CCCc2ccccc2)c2nc3c(cc12)CCCC3 | 88 | 86 | 83 | 98 | 111 | 100 | 81 | 89
Cc1ccc2c(c1)c(=O)n(-c1ccccc1)c1nncn21 | 101 | 110 | 98 | 96 | 114 | 117 | . | .
O=C(Nc1nc(-c2ccccc2)cs1)c1cc(O)c(O)c(O)c1 | 44 | 57 | . | 46 | 77 | 54 | . | 46
C=C1CC[C@@H]2[C@](C)(COC(C)=O)[C@H](OC(C)=O)CC[C@@]2(C)[C@@H]1CC(NCCCCCCCC)C1=CCOC1=O (stereo partly specified) | 51 | . | 45 | 67 | 86 | 76 | 76 | 92
O=C(NNc1nc2ccccc2nc1/C=C/c1ccccc1O)Nc1cccc(Cl)c1 | 70 | 83 | 38 | 78 | 85 | 75 | 55 | 88
C=CCOB(OCC=C)OCC=C | 105 | 95 | 102 | 100 | 102 | 107 | . | 99
COc1ccc(Sc2nc(N)nc3c2CCN(Cc2ccc(OC)cc2OC)C3=O)cc1 | 84 | 90 | 64 | 88 | 105 | 108 | 92 | 123
CC1=C2[C@H]3OC(=O)[C@@H](CN4CCOCC4)[C@@H]3CC[C@@](C)(O)[C@@H]2CC1=O | 100 | 114 | 58 | 96 | 105 | 104 | . | 112
O=C(CCCCCCCCC(=O)N/N=C/c1cccc2ccccc12)N/N=C/c1cccc2ccccc12 | 108 | 95 | 76 | 96 | 107 | 102 | . | 85
Cn1cc(-c2ccc3nc(-c4ccc(CC(=O)Nc5cc(C(C)(C)C)no5)cc4)cnc3c2)cn1 | . | 22[30 µM] | -3.4*[30 µM] | 34[30 µM] | 38[30 µM] | . | 26[30 µM] | 61[30 µM]
O=C(CNSc1ccc([N+](=O)[O-])cc1[N+](=O)[O-])OCc1ccccc1 | 101 | 116 | 95 | 110 | 107 | 111 | . | 95
O=C1CC2(CCOCC2)Oc2ncccc21 | 100 | 96 | 95 | 102 | -22* | . | 93 | 101
CCOC(=O)c1onc(-c2no[n+]([O-])c2C)c1C(=O)OCC | 100 | 112 | 92 | 103 | 92 | 112 | 101 | 108

Remaining list, next part:
SMILES | SK-MEL-5 | SK-MEL-2 | HOP-92 | A549/ATCC | SK-MEL-28 | M14 | EKVX | HOP-62
c1ccc2c(c1)CCC2 | 112 | . | . | 108 | 112 | 97 | 113 | 101
O=C(NN=C1CCCC1)c1ccc([N+](=O)[O-])cc1 | 106 | 100 | 102 | 101 | 101 | 103 | 99 | 96
Cc1ccc([N+]2=NOC(=O)C2S(=O)(=O)Nc2nc3cc(C)ccc3s2)cc1 (stereo unspecified) | 90 | 104 | 71 | 92 | 117 | 106 | 87 | 87
Nc1cc([N+](=O)[O-])ccc1O | 107 | 103 | 95 | 106 | 112 | 111 | 114 | 104
C/C=C/[C@@H]1C=C[C@@H]2C[C@H](C)CC[C@H]2[C@]1(C)/C(O)=C1/C(=O)[C@@H](CO)N(C)C1=O | 86 | 78 | 108 | 56 | 96 | 87 | 77 | 68
CC(C)(CCC(=S)N1CCOCC1)C1CCCCC1 | . | 100 | 116 | 91 | 101 | 80 | 89 | 84
O=[N+]([O-])c1ccc(-c2cn(-c3ccc(Cl)cc3)cn2)cc1 | 91 | 111 | 108 | 97 | 104 | 96 | 91 | 110
O=C(CN1C(=O)CN(/N=C/c2ccc([N+](=O)[O-])o2)C1=O)c1ccc(Cl)cc1 | . | 99 | 99 | 101 | 106 | 98 | 94 | 95
O=C(Cn1cc(CN2CCN(c3ccnc4cc(Cl)ccc34)CC2)nn1)Nc1cccc(F)c1 | 83 | 101 | 49 | 99 | 108 | 107 | 97 | 65
COc1ccccc1Nc1nnc(C(=O)c2c[nH]c3ccccc23)o1 | 88 | 88 | 82 | 101 | 116 | 100 | 93 | 91
CC(C)(C)c1ccc(O)c(CNc2ccccc2)c1 | 97 | 101 | 99 | 100 | 100 | 100 | 102 | 103
Cc1cc2nc3ccc(O)cc3nc2cc1N | 93 | . | 76 | 98 | 103 | 101 | 94 | 103
CCOC(=O)C1=C2C=Cc3c(ccc4ccccc34)N2C(C(C)=O)C1 (stereo unspecified) | 87 | 101 | 57 | 59 | 107 | 48 | 53 | 63

High-throughput results: PubChem BioAssay, NCI
